Source: PubChem (Sanford-Burnham Center for Chemical Genomics)
NLRP3 yeast inh: inhibitors of NALP3 inflammasome in yeast; Yeast reconstituted NLRP3/ASC/caspase-1, beta-gal luminescence, 24 h; inhibition, % at 10 µM; AID 2825; actives 0.39% (n = 330,000);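 active means inhibition of 50% or more; inactive means inhibition below 50%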;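 further: plate controls were induced DMSO wells for no effect and uninduced yeast grown without galactose for full effect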
tim10-1 inh: growth inhibitors of tim10-1 mutant yeast | S. cerevisiae tim10-1 ts strain growth, BacTiter-Glo, 24 h | inhibition, % at 20 µM | actives 2.2% (n = 330,000) | AID 463190;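 active means inhibition of at least 40%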;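 further: mutant grown at 25 °C; 0% = DMSO wells with yeast and 100% = wells holding no yeast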
hIAP activ: human IAP activation; purified human IAP, CDP-Star luminescence, 30 min; hits give high values; 1 = vehicle-only enzyme, 0 = enzyme-free background; P09923; actives 0.16% (n = 330,000); activation factor at 10 µM;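 active means activation factor of the enzyme at least 2-fold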; further: the source names both 10 and 20 µM as test concentration; values of inactives mirror those of a sister screen read the other way
Target sequence (P09923 whole entry, looked up): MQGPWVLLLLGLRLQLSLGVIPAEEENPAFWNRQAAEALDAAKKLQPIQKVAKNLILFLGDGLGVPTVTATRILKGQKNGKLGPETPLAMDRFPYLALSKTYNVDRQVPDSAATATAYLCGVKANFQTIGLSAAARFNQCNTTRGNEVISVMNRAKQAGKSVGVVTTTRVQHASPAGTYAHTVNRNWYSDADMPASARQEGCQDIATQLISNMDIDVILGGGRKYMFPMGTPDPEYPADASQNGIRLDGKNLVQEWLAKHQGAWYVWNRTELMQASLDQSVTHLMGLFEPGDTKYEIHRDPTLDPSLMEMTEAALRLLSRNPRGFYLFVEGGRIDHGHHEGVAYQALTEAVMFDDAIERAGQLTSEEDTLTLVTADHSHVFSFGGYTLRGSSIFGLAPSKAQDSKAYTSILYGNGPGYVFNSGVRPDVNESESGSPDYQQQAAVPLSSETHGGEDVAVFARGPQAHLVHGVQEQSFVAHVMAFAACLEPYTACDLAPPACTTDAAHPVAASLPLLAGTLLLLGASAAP
mIAP act: increases mouse intestinal alkaline phosphatase activity | muIAP, CDP-Star luminescence, 30 min; hits give high values; 1 = vehicle-only enzyme signal, 0 = enzyme-free wells | activation factor at 10 µM | actives 0.24% (n = 330,000) | AID 2805;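 active means activation factor of at least 2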; further: the source names both 10 and 20 µM as test concentration; values of inactives mirror those of a sister screen read the other way
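Assay system: mouse IAP enzyme; reagent: chemiluminescent substrate CDP-Star; dosing: test compounds delivered from DMSO solution; schedule: 30 min at room temperature; measured by: luminescence from enzymatic CDP-Star hydrolysis; controls: DMSO-only wells and no-enzyme negative control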
Apaf-1 inh: blocks human Apaf-1 apoptosome activity; O14727; reconstituted apoptosome caspase-3 activity, DEVD-Rh110 fluorescence; inhibition, % at 20 µM; actives 0.71% (n = 330,000); AID 489030; active means inhibition of at least 40% at 20 µM;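 further: plate controls were DMSO wells for no effect and DEVD-CHO caspase inhibitor wells for full effect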
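System: reconstituted apoptosome with Apaf-1, cytochrome c, caspase-9, procaspase-3, dATP; Signal: Rh110 fluorescence intensity; Schedule: 30 min compound preincubation, 50 min activation, room temperature; Reagent: cytochrome c trigger plus (Z-DEVD)2-Rh110 caspase-3 substrate.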
mIAP inh: mouse IAP inhibition; actives 0.2% (n = 330,000); inhibition, % at 10 µM; purified mouse IAP, CDP-Star luminescence, 30 min;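 active means inhibition of at least 40% at 10 µM in the primary screen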;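 further: plate controls were DMSO with enzyme for no effect and no enzyme wells for full effect; values of inactives mirror those of a sister screen read the other way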
hIAP block: blocks human intestinal alkaline phosphatase; P09923; purified IAP, CDP-Star luminescence, 30 min; inhibition, % at 10 µM; actives 0.12% (n = 330,000);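 active means inhibition reaching a set limit with compound at 10 µM in the primary screen, cut at about 35% in these data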;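 further: plate controls were DMSO wells with enzyme for no effect and no-enzyme buffer wells for full effect; values of inactives mirror those of a sister screen read the other way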
TIM10 inh: TIM10 yeast growth inhibition; inhibition, % at 10 µM; actives 1.4% (n = 330,000); AID 463195; S. cerevisiae TIM10 strain growth, BacTiter-Glo luminescence, 24 h;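 active means inhibition of 40% or more at the single tested concentration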;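 further: wild-type TIM10 isogenic control strain grown at permissive 25 °C; 0% = DMSO yeast wells and 100% = minimal medium wells without yeast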
ATG4B inh: blocks human ATG4B protease cleavage of LC3 substrate; actives 0.51% (n = 340,000); ATG4B cleavage of LC3-PLA2, NBD-HPC fluorescence, 1 h; Q9Y4P1; inhibition, % at 8.33 µM; AID 504462; in the data active means inhibition above about 40%
Target sequence (Q9Y4P1 whole entry, looked up): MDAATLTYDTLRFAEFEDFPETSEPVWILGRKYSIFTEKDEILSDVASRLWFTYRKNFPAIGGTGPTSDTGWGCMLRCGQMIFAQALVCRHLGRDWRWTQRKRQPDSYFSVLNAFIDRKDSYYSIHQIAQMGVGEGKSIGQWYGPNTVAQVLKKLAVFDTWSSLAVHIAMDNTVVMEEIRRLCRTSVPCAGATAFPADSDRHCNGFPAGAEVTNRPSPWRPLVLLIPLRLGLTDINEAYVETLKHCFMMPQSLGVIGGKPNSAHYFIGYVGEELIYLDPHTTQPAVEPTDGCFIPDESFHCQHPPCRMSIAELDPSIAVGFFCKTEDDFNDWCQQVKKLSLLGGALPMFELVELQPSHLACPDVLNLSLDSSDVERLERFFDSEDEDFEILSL
Starred values were filed as active, the others as inactive.

SMILES	NLRP3 yeast inh	tim10-1 inh	hIAP activ	mIAP act	Apaf-1 inh	mIAP inh	hIAP block	TIM10 inh	ATG4B inh
COc1ccc(CNC(=O)CCn2c(C)csc2=O)cc1	-2	-12	0.83	0.97	-5	3	17	-3	0
CCCCSc1ccc2nc(-c3ccc(C#N)cc3)cn2c1	37	19	0.98	0.99	22	1	2	16	-7
CC(=O)NC(NC(C)=O)c1ccc(Br)cc1	21	4	0.83	0.96	-17	4	17	-2	-4
O=C(c1cc(COc2ccc(F)cc2Cl)on1)N(Cc1ccncc1)CC1CCCO1 (centres undefined)	4	32	1.2	0.95	4	5	-16	36	3
CC(=O)Nc1ccc(S(=O)(=O)NCc2cc(=O)n(C)c(=O)n2C)cc1	8	1	0.79	0.91	-5	9	21	2	-3
COc1ccccc1CNC(=O)c1ccc2c(c1)OCO2	24	-5	1	0.98	1	2	-1	-10	3
COc1ccc(N(C(=O)Cn2nnc(-c3ccc(C)o3)n2)C(C(=O)NC2CCCC2)c2ccncc2)cc1 (centres undefined)	11	-21	0.95	1	11	-4	5	4	4
O=C(CSc1ccc(-c2ccc(F)cc2)nn1)N1CCN(c2ccccc2)CC1	12	-6	0.98	0.94	4	6	2	3	-13
CS(=O)(=O)c1ccc(C(=O)OCC(=O)c2ccc(Cl)s2)cc1	5	22	1	1	3	-3	-4	10	4
CC(=O)c1ccc(NC(=O)/C(=C\c2ccco2)NC(=O)c2ccco2)cc1	7	8	1	1	4	-3	0	-3	-7
Cn1cc(C(=O)C(F)(F)F)c2ccccc21	-10	9	1.2	0.95	-8	5	-24	1	-2
O=C(Nc1ccc(Cl)cn1)Nc1cccs1	-3	3	0.88	1.1	10	-6	12	14	0
CN1CCN(C(=O)/C(=C/c2ccccc2Cl)NC(=O)c2ccccc2)CC1	-5	-4	1	1	7	-3	0	-17	7
CCOC(=O)N1CCN(C(=S)NC2CCCCC2)CC1	14	18	1.1	1.1	6	-10	-7	-8	10
Cc1ccc(CSc2ncnc3c2cnn3-c2ccccc2)cc1	-27	-6	1.1	0.97	13	3	-5	-24	2
CCOc1ncccc1C(=O)Nc1ccc(S(=O)(=O)Nc2nccs2)cc1	1	-4	1.2	0.96	6	4	-17	-13	-5
CCn1nc(C(=O)Nc2nc3ccc(C)cc3s2)c2ccccc2c1=O	17	15	0.84	0.9	2	10	16	14	-13
COc1cccc(C2CC(c3ccc(F)cc3)Nc3nc(N)nn32)c1 (centres undefined)	13	11	0.81	0.8	-5	20	19	-5	-8
COc1ccc(-c2csc3nc(C)n(-n4cccc4)c(=O)c23)cc1	17	5	0.94	0.94	3	6	6	7	-1
CC(NC(=O)COc1ccc(/C=N/NS(=O)(=O)c2ccccc2)cc1)c1ccccc1 (centres undefined)	15	3	1	0.94	6	6	-1	-7	-15
CN(C)C(CNc1ncnc2sc3c(c12)CCCCC3)c1ccco1 (centres undefined)	3	34	1.1	1	8	0	-8	9	23
O=[N+]([O-])c1ccc(OC(F)F)c(/C=N/n2cnnc2)c1	-16	9	1	1	-25	-4	-4	-2	0
Cc1cccc(C)c1OCC(=O)NNC(=S)NC(=O)C1CC1	33	8	2	0.89	-5	11	-100	2	-7
O=C(CSc1nc2ccccc2c(=O)n1-c1ccccc1)N1CCCC1	-2	17	1.2	0.96	-15	4	-16	2	1

Reprinted at random: two entries already listed
SMILES	NLRP3 yeast inh	tim10-1 inh	hIAP activ	mIAP act	Apaf-1 inh	mIAP inh	hIAP block	TIM10 inh	ATG4B inh
O=C(CSc1nc2ccccc2c(=O)n1-c1ccccc1)N1CCCC1	-2	17	1.2	0.96	-15	4	-16	2	1
CC(NC(=O)COc1ccc(/C=N/NS(=O)(=O)c2ccccc2)cc1)c1ccccc1 (centres undefined)	15	3	1	0.94	6	6	-1	-7	-15

(more compounds)
SMILES	NLRP3 yeast inh	tim10-1 inh	hIAP activ	mIAP act	Apaf-1 inh	mIAP inh	hIAP block	TIM10 inh	ATG4B inh
CSCC[C@H](NC(=O)COc1ccc(Cl)cc1Cl)c1nc2ccccc2[nH]1	13	18	1.1	1.2	3	-21	-12	-2	7
O=C(Nc1ccccc1O)c1ccc(NC(=O)C2CC2)cc1	2	-10	1.2	0.99	3	1	-25	13	-5
Cc1nonc1NC(=O)CSc1nc2ccccc2cc1C#N	25	0	1	1.1	1	-9	-5	21	-3
CCCCn1c(N)c(N(CC(C)C)C(=O)C2CC(=O)N(Cc3ccccc3)C2)c(=O)[nH]c1=O (centres undefined)	9	8	1.2	1	0	-1	-15	5	-6
Cc1cc(=O)[nH]c(SCC(=O)Nc2cccc3ccccc23)c1C#N	13	12	1.1	0.97	-6	3	-12	6	-4
C=CCN1C(=O)C(CC(=O)O)SC1=Nc1ccc(N=Nc2ccccc2)cc1 (centres undefined)	-6	14	0.75	0.91	0	9	25	18	3
CCOc1ccc(NS(=O)(=O)c2ccc3[nH]c(=O)cc(C(=O)O)c3c2)cc1	9	13	1.1	0.98	-14	2	-13	5	1
C=C(C)c1cccc(C(C)(C)NC(=O)Nc2ccc(OC)nc2)c1	11	23	1.2	1.5	26	-53	-24	23	2
Cc1ccc(NC(=O)COc2ccc(C(=O)NCCc3ccccc3)cc2)cc1	-8	5	0.87	0.98	-10	2	13	9	-1
S=C(NC1CCCCC1)N1CCN(c2ncccn2)CC1	30	9	1.1	1	-8	0	-8	8	0
C=CCn1c(CSc2nc3ccccc3s2)nnc1SCC(=O)NCc1ccco1	13	14	1.1	1	21	-4	-10	11	-9
COc1ccc(CSc2nnnn2-c2ccccc2)cc1	10	22	1.1	0.99	5	1	-5	-10	-2

Single entries from the list.
mIAP act, COc1ccc(CSc2nnnn2-c2ccccc2)cc1 reads 0.99
TIM10 inh, C=C(C)c1cccc(C(C)(C)NC(=O)Nc2ccc(OC)nc2)c1 reads 23
mIAP inh, O=C(Nc1ccccc1O)c1ccc(NC(=O)C2CC2)cc1 reads 1
mIAP inh, Cc1ccc(NC(=O)COc2ccc(C(=O)NCCc3ccccc3)cc2)cc1 reads 2
hIAP activ, Cc1cc(=O)[nH]c(SCC(=O)Nc2cccc3ccccc23)c1C#N reads 1.1
mIAP act, CSCC[C@H](NC(=O)COc1ccc(Cl)cc1Cl)c1nc2ccccc2[nH]1 reads 1.2

New compounds follow.
SMILES	NLRP3 yeast inh	tim10-1 inh	hIAP activ	mIAP act	Apaf-1 inh	mIAP inh	hIAP block	TIM10 inh	ATG4B inh
NS(=O)(=O)c1ccc(-c2ccc(C=C3C(=O)c4ccccc4C3=O)o2)cc1	0	8	0.91	0.78	8	22	9	2	3
CCc1ccccc1NC(=O)NNC(=O)CCc1ccc(OC)cc1	-3	-4	1.1	0.93	-1	7	-8	1	-2
COc1cccc(N=Cc2nc(-c3ccccc3)oc2OC(C)=O)c1	1	64*	0.94	1	-3	-2	6	44*	-10
Cc1nc(SC2CC(=O)N(c3ccccc3)C2=O)nc2c1CCCC2 (centres undefined)	-2	27	0.89	0.88	-3	12	11	29	-5
COc1cc(/C=C2\SC(N)=NC2=O)ccc1O	11	9	0.98	0.86	-10	14	2	0	4
CC(=O)N1CCc2cc(S(=O)(=O)NC(CC(C)C)C(=O)Nc3cc(C(=O)O)ccc3C)ccc21 (centres undefined)	-9	-7	0.93	0.87	-3	13	7	-9	-7
Cc1nc(C)c(-c2ccc(SCC(=O)Nc3ccc(F)cc3F)nn2)s1	16	12	0.87	1	0	-3	13	-1	-6
COc1c(F)c(F)c(C(=O)O)c(Nc2cc(C)cc(C)c2)c1F	4	1	0.98	1	6	0	2	-1	6
Cc1ccccc1NC(=O)COC(=O)c1ccc(S(C)(=O)=O)c([N+](=O)[O-])c1	2	27	0.9	0.91	-10	9	10	23	-4
COc1cc(O)c(C(CCN2CCCC(C)C2)c2ccc(N(C)C)cc2)c(OC)c1 (centres undefined)	17	-2	0.85	1	-3	-3	14	-1	-9
O=C(CN(CCc1ccccc1)S(=O)(=O)c1ccc(Cl)cc1)N/N=C/c1ccc2c(c1)OCO2	-2	6	0.93	1	7	-2	7	8	-8
Cc1cc(C)cc(N(CC(=O)NC2CCCC2)C(=O)c2csnn2)c1	7	16	1.1	1	6	-1	-13	-7	-9
O=C(CSc1nc2ccccc2[nH]1)N=Nc1c(O)[nH]c2ccccc12	-6	3	1.4	0.87	7	13	-45	8	5
COc1ccccc1C(=O)NC(=O)COC(=O)C1(C)CC1(Cl)Cl (centres undefined)	25	5	0.86	1	5	0	14	-4	1
CC1(C)C(=O)Nc2ccccc2N1C(=O)CN1C(=O)NC(CCc2ccccc2)C1=O (centres undefined)	3	9	0.92	1	-4	-3	8	0	-2
O=S(=O)(c1ccc(Cl)cc1)N1CCC(c2nc3ccccc3[nH]2)CC1	8	-7	1	1.2	1	-16	-4	10	1
COC(=O)C1=NN(c2ccc(Cl)cc2)C2C(=O)N(c3ccccc3OC)C(=O)C12 (centres undefined)	-5	2	1	1	11	0	-4	3	-9
CCOC(=O)c1ccc(NC(=O)c2cc(OC)c(OC)c(OC)c2Br)cc1	9	22	1.1	1.1	1	-6	-15	2	-8
C=CCNC(=O)NC(=S)c1ccccc1	-6	15	1.1	0.95	-15	5	-10	-12	-2
COc1ccc(CNC(=O)CN(Cc2ccccc2)C(=O)CCC(=O)Nc2nccs2)cc1	14	23	1.2	0.97	-1	3	-16	0	-4
CC(=O)N1CCC2(CC1)CC(=O)c1cc(OCC(=O)N3CCOCC3)ccc1O2	9	10	0.93	1	1	0	7	-20	6
COc1ccc(C(=O)c2ccc(OC)c(OC)c2)cc1	24	12	0.84	1	-16	-1	16	7	-1
O=C(Nc1cccc(S(=O)(=O)N2CCCCCC2)c1)c1ccc2ccccc2n1	-29	29	0.95	0.88	5	12	5	32	2
Cc1[nH]c2c(ccc3ccccc32)c1C1C(CCN)C1(C)C (centres undefined)	16	45*	0.94	1	10	-2	6	29	-2
CN(C(=O)c1ccno1)c1nnc(-c2cnccn2)s1	-3	2	1	0.98	9	2	0	-19	-3
Cc1ccc(N(C(=O)c2cc3ccccc3oc2=O)C2C=CS(=O)(=O)C2)cc1 (centres undefined)	-6	10	1	0.94	-10	6	-2	5	1
CC(=O)Oc1ccc(C(=O)Nc2nnc(C)s2)cc1	-5	20	1	0.98	-17	2	-3	-1	-8
Brc1ccc(-c2cn3ccccc3n2)s1	39	-5	0.98	1	4	-4	2	-11	3
Cc1ccc2sc(NNC(=O)C3COc4ccccc4O3)nc2c1C (centres undefined)	17	-31	1.5	0.96	18	4	-50	-165	5
Cn1cc(Br)c(C(=O)N2CCCCCC2)n1	18	-10	0.93	0.93	-16	7	7	8	4
CC(C)(C)OC(=O)CN1C(=O)NC2(CCCc3ccccc32)C1=O (centres undefined)	12	1	0.99	0.97	-3	3	1	10	1
COc1ccnc(Oc2ccc(F)cc2)c1C#N	-10	4	1.1	1.1	-47	-14	-14	-3	5
Cc1cc(OCC(=O)OCC(=O)NCc2ccc3c(c2)OCO3)ccc1Cl	2	13	0.89	0.94	3	6	11	6	-43
Cn1cnc(S(=O)(=O)Nc2ccc(Cl)c(C(F)(F)F)c2)c1	1	-5	1.1	0.9	5	10	-6	-1	-6
CCOc1ccc(OCCNC(=O)c2cc(C3CC3)nc3c2cnn3C(C)C)cc1	16	17	0.79	0.89	25	11	21	5	-6
COc1ccc(C(=O)NNC(=O)c2cnccn2)cc1[N+](=O)[O-]	3	11	1.8	0.77	-2	23	-83	-3	-2
O=C(NC(=S)Nc1nc2c(s1)CCCC2)c1ccc(C(=O)c2ccccc2)cc1	9	10	1.1	0.9	8	10	-12	-12	3
Cc1ccc(-c2noc(CCC(=O)Nc3ccccc3N3CCN(C)CC3)n2)cc1	14	9	0.82	1	-11	-2	18	10	2
